# Screening results from PubChem.
# CHO parental Ca: signal in parental CHO cells, OX1R antagonist counter-screen | 0.63% of 330,000 active | parental CHO-K1, ATP-induced calcium, Fluo-8 fluorescence | inhibition, % at 5.6 µM;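 active means inhibition above that plate's mean sample inhibition plus 3 SD, cut at about 26% in these data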;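 further: 0% = ATP-challenged DMSO wells and 100% = DMSO wells without ATP; some compounds past the cut are filed as inactive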
#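 test system = CHO parental line | reagent = ATP stimulus | measured by = intracellular calcium via Fluo-8 no-wash fluorescent dye | control set = ATP and no-ATP DMSO wells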
# CHO-K1 Ca antag: M1 antagonist counterscreen hit in parental CHO-K1 cells. AID 602250. inhibition, % at 3 µM. 0.6% of 360,000 active. ATP-induced calcium, Fluo-8 fluorescence;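 active means inhibition above a per-plate cutoff, the plate's mean sample inhibition plus 3 SD, cut at about 24% in these data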;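 further: 0% = DMSO plus EC80 ATP and 100% = DMSO alone without ATP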
# CHRM1 antagonist: blocks human M1 muscarinic receptor. inhibition, % at 3 µM. CHO-K1 hM1, Fluo-8 calcium fluorescence, ACh EC80 antagonist. P11229. 1.3% of 360,000 active;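 active means percent inhibition above its own plate's cutoff, namely the mean of that plate's compound wells plus 3 SD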;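 further: peak over basal fluorescence ratio during 140 s after agonist addition; 0% = ACh EC80 plus DMSO and 100% = DMSO alone without agonist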
# Target sequence (P11229 whole entry, looked up): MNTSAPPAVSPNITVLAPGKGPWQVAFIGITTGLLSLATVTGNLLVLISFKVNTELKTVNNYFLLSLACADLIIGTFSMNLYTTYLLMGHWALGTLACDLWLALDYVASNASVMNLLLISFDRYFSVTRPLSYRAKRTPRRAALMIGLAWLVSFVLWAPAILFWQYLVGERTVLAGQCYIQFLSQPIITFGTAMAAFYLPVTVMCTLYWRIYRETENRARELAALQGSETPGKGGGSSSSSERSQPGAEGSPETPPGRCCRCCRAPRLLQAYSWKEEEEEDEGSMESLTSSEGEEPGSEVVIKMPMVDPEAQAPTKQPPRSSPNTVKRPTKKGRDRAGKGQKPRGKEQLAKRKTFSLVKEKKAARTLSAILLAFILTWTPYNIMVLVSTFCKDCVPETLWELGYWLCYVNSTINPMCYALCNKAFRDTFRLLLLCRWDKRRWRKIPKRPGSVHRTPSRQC
# OXTR potentiator: human OXTR potentiation | CHO-OTR cells, Fluo-8 calcium fluorescence, potentiator mode; 0% = oxytocin EC15, 100% = EC100 | activation, % at 3 µM | 0.061% of 320,000 active;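 active means activation above that plate's cutoff, the mean activation of tested compounds plus 3 SD, cut at about 6.6% in these data, passing the limit was not always enough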;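 further: 100% uses oxytocin at 75 nM as the full agonist control; some results filed as inactive read as strong as hits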
# Target sequence (P30559 whole entry, looked up): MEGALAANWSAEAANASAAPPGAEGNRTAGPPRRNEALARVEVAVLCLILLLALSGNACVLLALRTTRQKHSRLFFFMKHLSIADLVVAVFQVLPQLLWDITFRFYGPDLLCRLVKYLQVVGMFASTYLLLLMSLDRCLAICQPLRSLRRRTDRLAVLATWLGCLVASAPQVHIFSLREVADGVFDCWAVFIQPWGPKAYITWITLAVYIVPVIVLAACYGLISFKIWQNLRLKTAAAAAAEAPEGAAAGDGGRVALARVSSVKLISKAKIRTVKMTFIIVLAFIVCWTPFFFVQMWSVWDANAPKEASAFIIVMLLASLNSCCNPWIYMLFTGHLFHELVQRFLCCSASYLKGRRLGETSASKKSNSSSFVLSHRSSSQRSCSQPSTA
#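 Assay system: CHO cell line stably expressing human OTR | Also added: Oxytocin at about EC15, sub-maximal agonist stimulus | Times: Compound 6 min at room temperature before oxytocin, 100 s read | Measured by: Fluo-8 intracellular calcium fluorescence, ex 470-495, em 515-575 nm | Controls: EC15 oxytocin alone as 0%, 75 nM oxytocin as 100%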
# M1 ag: activates human CHRM1 receptor | P11229 | CHO-K1 hM1, Fluo-8 calcium fluorescence, agonist mode; 0% DMSO, 100% acetylcholine EC100 | activation, % at 3 µM | 0.33% of 360,000 active;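 active means activation above the run's mean compound activation plus 3 SD, cut at about 16% in these data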;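 further: peak over basal fluorescence ratio within a 140 s kinetic read after compound addition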
# CHO-K1 Ca PAM: M1 PAM counterscreen hit in parental CHO-K1 cells; ATP EC20, Fluo-8 calcium fluorescence; 0% at ATP EC20, 100% at ATP max; activation, % at 3 µM; 0.02% of 360,000 active; AID 602247;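 active means activation above the run cutoff, the mean activation of all test compounds plus 3 SD, cut at about 40% in these data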;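 further: peak over basal fluorescence ratio in a 140 s read after ATP addition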
# TAAR1 ag: agonists of human TAAR1; Q96RJ0; CHO RD-HGA16 TAAR1, Fluo-8 calcium fluorescence; vehicle wells 0%, saturating PEA agonist 100%; activation, % at 3 µM; 0.99% of 360,000 active; AID 624467;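 active means activation above the mean activation of all test compounds in the run plus 3 SD, cut at about 38% in these data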
#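 Test system: RD-HGA16 (CHO) cells co-expressing Gα16 and hTAAR1 / Benchmarks: DMSO vehicle as 0%, PEA at EC100 as 100% / Repeats: no replicates (n 1) / Measure: % activation from peak over basal fluorescence ratio, DMSO-to-PEA scaled / Timing: 17-24 h plating, Fluo-8 75 min 37 °C, 30 min RT / Technique: kinetic Fluo-8 calcium fluorescence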
# TAAR1 antagonist: antagonists of human TAAR1 | 1.5% of 360,000 active | AID 624466 | CHO RD-HGA16 TAAR1, Fluo-8 calcium fluorescence, antagonist | inhibition, % at 3 µM;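 active means inhibition above a per-plate cutoff, the mean inhibition of test compounds on that plate plus 3 SD, cut at about 49% in these data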;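 further: 0% = DMSO plus EC80 beta-PEA response and 100% = DMSO alone without agonist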
#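 System: CHO RD-HGA16 cells bearing hTAAR1. Reagent: EC80 β-phenethylamine stimulus. Schedule: seeding 17-24 h prior, 75-min 37 °C, 30-min RT dye loading. Signal: Fluo-8 intracellular calcium dye fluorescence, real-time kinetic reads. Read-out: % inhibition from peak post-agonist over basal fluorescence ratio. Benchmarks: vehicle wells and EC80 agonist wells. Replicates: n of 1.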
# CHO-K1 Ca ag: nonselective activator or artifact in parental CHO-K1 cells. AID 602248. activation, % at 3 µM. 0.48% of 360,000 active. Fluo-8 calcium fluorescence; scaled to maximal ATP response, vehicle zero; in the data active means activation above about 15%;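 further: untransfected CHO-K1 host cells lacking M1 receptor as counterscreen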
# Numbers without * were called inactive; . = no result given.
# The opening 2 records, ahead of the listing:
nr	Compound	CHO parental Ca	CHO-K1 Ca antag	CHRM1 antagonist	OXTR potentiator	M1 ag
1	CCOc1ccc(CCNC(=O)CCNS(=O)(=O)c2ccc3c(c2)CCN3C(C)=O)cc1OCC	-15	-25	-8	3	-3
2	O=C(Nc1nc2ccccc2[nH]1)C12CC3CC(CC(C3)C1)C2	2	-9	7	-14	-3

nr	CHO-K1 Ca PAM	TAAR1 ag	TAAR1 antagonist	CHO-K1 Ca ag
1	15	-1	-5	2.2
2	23	11	-9	4.5

# The listing, repeating the preview:
nr	Compound	CHO parental Ca	CHO-K1 Ca antag	CHRM1 antagonist	OXTR potentiator	M1 ag
1	CCOc1ccc(CCNC(=O)CCNS(=O)(=O)c2ccc3c(c2)CCN3C(C)=O)cc1OCC	-15	-25	-8	3	-3
2	O=C(Nc1nc2ccccc2[nH]1)C12CC3CC(CC(C3)C1)C2	2	-9	7	-14	-3
3	COc1ccc(-c2cc(C)no2)cc1S(=O)(=O)N1CCOc2ccc(C)cc21	-8	-9	6	-2	-2
4	O=C(NNC(=O)c1ccc(O)cc1O)c1ccc(-c2ccccc2)cc1	-13	-5	-2	-2	-3
5	O=C(CSc1n[nH]c(=O)[nH]c1=O)N/N=C/C=C/c1ccccc1	-2	-8	-12	-3	-2
6	CCCCN1C[C@H](Cc2ccccc2)[C@@H](CC(=O)NC)C1=O	.	-10	-19	.	-1
7	O=C(CN1CCC(C(=O)c2ccc(F)cc2)CC1)Nc1ccccc1Cl	-22	-2	-5	-12	-2
8	CN(c1ccc(F)cc1)S(=O)(=O)c1ccc(Cl)c(C(=O)NCC2CCCO2)c1 (stereo not drawn)	.	5	3	.	1
9	COC(=O)CN1C(c2ccccc2)=Nc2ccc(Cl)cc2C1c1ccccc1 (stereo not drawn)	-26	4	-1	-3	-7
10	COC(=O)Cc1c(C)c2ccc(OCC(=O)N(C)C)cc2oc1=O	-3	-2	-3	-13	-6
11	O=C(C1CCN(C2CCN(Cc3ccc4c(c3)CCO4)CC2)CC1)N1CCCC1	-11	11	0	-6	-8
12	Cc1ccc(/C=C/C(=O)O)cc1S(=O)(=O)NC1CCS(=O)(=O)C1 (stereo not drawn)	4	-9	1	-7	-9
13	Nc1nn(-c2ccccc2)c(N)c1N=Nc1ccc2c(c1)OCO2	-10	-4	-6	1	2
14	O=[N+]([O-])c1ccccc1CN1CCN(Cc2ccccn2)CC1	-12	-13	-2	-6	-13
15	Cc1ccc(C2=NS(=O)(=O)N(C)C(C(=O)NCc3ccccn3)=C2)cc1	-10	2	-2	0	-3

nr	CHO-K1 Ca PAM	TAAR1 ag	TAAR1 antagonist	CHO-K1 Ca ag
1	15	-1	-5	2.2
2	23	11	-9	4.5
3	2	0	-10	2.4
4	2	6	-5	1.0
5	2	2	-27	0.5
6	14	1	1	0.6
7	-10	-2	-23	1.2
8	-5	3	-7	0.3
9	13	2	-8	1.3
10	6	14	6	0.2
11	-12	2	-13	-0.2
12	18	4	1	1.6
13	18	0	8	1.4
14	13	13	22	0.5
15	-1	1	-12	0.2

# 3 neighbouring compounds out of the list so far:
nr	Compound	CHO parental Ca	CHO-K1 Ca antag	CHRM1 antagonist	OXTR potentiator	M1 ag
1	CCOc1ccc(CCNC(=O)CCNS(=O)(=O)c2ccc3c(c2)CCN3C(C)=O)cc1OCC	-15	-25	-8	3	-3
2	O=C(Nc1nc2ccccc2[nH]1)C12CC3CC(CC(C3)C1)C2	2	-9	7	-14	-3
3	COc1ccc(-c2cc(C)no2)cc1S(=O)(=O)N1CCOc2ccc(C)cc21	-8	-9	6	-2	-2

nr	CHO-K1 Ca PAM	TAAR1 ag	TAAR1 antagonist	CHO-K1 Ca ag
1	15	-1	-5	2.2
2	23	11	-9	4.5
3	2	0	-10	2.4

# Going on with the list:
nr	Compound	CHO parental Ca	CHO-K1 Ca antag	CHRM1 antagonist	OXTR potentiator	M1 ag
16	Cc1ccc(C(c2nnnn2C2CCCC2)N2CCN3CCCC3C2)cc1 (stereo not drawn)	-35	-22	9	-15	-5
17	CSc1nc(-c2ccc(C)cc2)nc(C(Cl)Cl)n1	-9	-5	-6	-8	-3
18	COc1ccc(CN2CCS(=O)(=O)CC2)cc1OC	7	-21	-12	-12	-3
19	CCOc1ccc(CCNC(=O)C2CC(=O)N(CCc3ccccc3)C2)cc1OCC (stereo not drawn)	-28	-30	-8	-8	-4
20	O=C(/C=C/c1ccc(OCCCF)cc1)NCc1ccc(Cl)c(Cl)c1	-5	1	-2	-15	-4
21	COc1ccc(CN(C)C(=O)c2ccc(NS(=O)(=O)c3ccc(F)cc3)cc2)c(OC)c1OC	-30	11	-2	-3	-2
22	CN(Cc1cccc2cnccc12)C(=O)CCc1nnc(CCc2ccccc2)o1	-22	0	3	-9	-8
23	CC(Oc1ccc(Br)cc1)C(=O)Nc1ccc(S(=O)(=O)N(C)C2CCN(C)CC2)cc1 (stereo not drawn)	51*	57*	67*	-22	55*
24	CC1(C)Cc2c(sc3nc(-c4cc5ccccc5o4)n(N)c(=O)c23)CO1	5	-2	-5	-4	-3
25	Cc1c(Cl)sn(-c2ccc(Cl)cc2)c1=O	.	5	1	.	-3
26	c1ccc(-c2cc(N3CCOCC3)nc(-c3ccccc3)n2)cc1	-5	-2	6	4	0
27	COc1cc(OC)cc(C(=O)NCC(=O)NCCN2C(=O)S/C(=C\c3ccc4c(c3)OCO4)C2=O)c1	.	-15	-12	.	-4
28	O=C(OCc1cc2ccccc2[nH]c1=O)c1cccc([N+](=O)[O-])c1	-13	-10	-5	4	-2
29	COc1cccc(-n2nc3c(-n4ncc(C#N)c4N)nnc(C)c3c2C)c1	-12	4	-8	1	-5
30	C#CCOCCOCCOCCNc1nc(N2CCN(C(=O)[C@H](CCC(=O)O)n3cc(C(N)CC(C)C)nn3)CC2)nc(N2CCN(C(=O)[C@H](Cc3cc4ccccc4[nH]3)n3cc(C(N)CC(C)C)nn3)CC2)n1 (stereo partly drawn)	1	-12	2	-6	-6

nr	CHO-K1 Ca PAM	TAAR1 ag	TAAR1 antagonist	CHO-K1 Ca ag
16	27	1	-12	0.8
17	13	.	.	0.5
18	25	8	8	0.6
19	4	1	9	0.4
20	10	10	5	0.5
21	9	0	-20	3.3
22	16	11	-1	17*
23	-31	140*	99*	55*
24	-11	1	16	0.5
25	-4	12	61*	0.9
26	-9	-1	-11	-0.1
27	14	17	12	1.8
28	9	-1	11	0.3
29	12	0	-11	0.5
30	28	.	.	0.6

# (cont.)
nr	Compound	CHO parental Ca	CHO-K1 Ca antag	CHRM1 antagonist	OXTR potentiator	M1 ag
31	O=C1C2CC=C(Cl)CC2C(=O)N1CCC[n+]1ccccc1 (stereo not drawn)	-1	-2	12	0	-6
32	CCN(CC)C(=O)NCc1c(C)cc(C)cc1C	-12	-8	1	0	-8
33	CC12CC(c3ccccc3O1)C(/C(N)=N/NC(=O)c1ccc(F)cc1)C(=O)N2 (stereo not drawn)	-2	5	-1	3	2
34	COc1cc(OC)cc(-c2c(C#Cc3ccsc3)c3cc(-c4cc(F)cc(F)c4)ccc3n2C)c1	-1	-19	0	-1	-1
35	COc1ccc(-c2csc(NC(=O)C3=NN(c4ccccc4)C(=O)CC3)n2)cc1	2	10	24*	-11	-6
36	O=CNCCCc1nc2ccccc2n1Cc1ccccc1	-2	36*	-6	0	-2
37	C[C@H](CO)N1C[C@H](C)[C@@H](CN(C)C(=O)c2ccccc2)Oc2cc(C#C[C@@H](C)O)ccc2S1(=O)=O	.	-3	0	.	2
38	Cn1nc(C(=O)NNC(=O)c2cccc(Cl)c2)ccc1=O	-6	-6	-2	4	-4
39	CCOC(=O)c1cnc2c(OC)cccc2c1Oc1ccccc1	-13	0	0	-12	-4
40	O=C(NCCc1cccs1)C1CC(c2ccc([N+](=O)[O-])cc2)=NO1 (stereo not drawn)	-6	-7	0	-1	-5
41	CCc1c(C)sc(NC(=O)c2cc(C)on2)c1C#N	-12	-40	4	-6	1
42	COc1cc(NC(=O)c2ccc([N+](=O)[O-])o2)ccc1NC(=O)c1ccco1	-22	-8	1	-6	-1
43	CCOC(=O)[C@H]1[C@H]2COc3ccc(Cl)cc3[C@@H]2N2C(=O)c3cc(F)c(F)cc3NC(=O)[C@@]12C	-16	-8	0	-3	-8
44	Cc1ccc(OCCn2c3ccccc3n3nc(C)c(=O)nc23)cc1	-9	1	-3	-5	-4
45	C[C@H](NC(=O)c1ccccc1)C(=O)N1CCN(Cc2ccc3c(c2)OCO3)CC1	-10	-10	23	-7	-6

nr	CHO-K1 Ca PAM	TAAR1 ag	TAAR1 antagonist	CHO-K1 Ca ag
31	7	4	7	-0.3
32	1	.	.	0.6
33	10	4	12	1.4
34	14	-1	13	1.6
35	12	18	57*	9.1
36	-7	9	14	0.0
37	-3	9	-8	0.0
38	5	1	2	0.1
39	3	8	-19	1.3
40	-2	21	0	1.4
41	20	8	4	2.0
42	4	4	5	2.5
43	8	3	13	-0.3
44	15	15	-12	0.1
45	13	4	-7	0.4

# Later entries
nr	Compound	CHO parental Ca	CHO-K1 Ca antag	CHRM1 antagonist	OXTR potentiator	M1 ag
46	C[C@H](CO)N1C[C@H](C)[C@@H](CN(C)CC2CCCCC2)Oc2c(NC(=O)CCC(F)(F)F)cccc2C1=O	-25	5	-2	3	7
47	COc1ccc(C2CC(c3ccccc3)=NN2C(=O)COC(=O)c2cccc(S(=O)(=O)N(C)C)c2)cc1 (stereo not drawn)	4	1	1	-4	-3
48	C/C(=N\NC(=O)c1cc(C)[nH]n1)c1cccs1	9	-15	2	-3	-3
49	O=C(COc1ccc2c3c(c(=O)oc2c1)CCC3)N1CCCC1	-9	-5	-3	-1	-8
50	COc1cc(OC)cc(C(=O)NC(C(=O)Nc2ccc3c(c2)CCC3)C(C)C)c1 (stereo not drawn)	-15	-10	-3	-3	-6
51	CCC(=O)Nc1cccc(-c2ccc(N3CCCCC3)nn2)c1	-9	-1	3	-1	-3
52	CCN1C(=O)CSC1=NC12CC3CC(CC(C3)C1)C2	-14	-5	5	-2	-2
53	Cc1c(Cl)cccc1NC(=O)CC1NCCNC1=O (stereo not drawn)	-1	-3	5	-12	0
54	Cc1ccc(Cl)cc1N1CCN(c2cccc[n+]2C)CC1	-5	-3	48*	-3	-6

nr	CHO-K1 Ca PAM	TAAR1 ag	TAAR1 antagonist	CHO-K1 Ca ag
46	-13	1	0	-0.6
47	-7	4	-2	0.8
48	21	3	-16	0.7
49	2	3	-1	2.4
50	22	2	-9	0.1
51	6	0	-12	0.6
52	-7	12	-5	0.3
53	-7	5	-19	0.0
54	14	3	2	4.2

# An unsorted share of the library (roughly 4.2% active in at least one column).
